Screens from PubChem BioAssay.
Pf gamet viab: P. falciparum stage V gametocyte viability inhibition; inhibition, % at 10.9 µM; hit rate 0.065% among 150,000; P. falciparum stage V gametocytes, ATP luminescence, 24 h;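 active = inhibition above the mean plus 3 SD of compounds within the control limits, set per campaign, cut at about 38% in these data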;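 note: 0% = DMSO wells and 100% = medium only without gametocytes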
Avidin fluor: avidin bead compound fluorescence profile. hit rate 0.38% among 220,000. fluorescence (KMESF) at 10 µM. Avidin beads, compound fluorescence 488/530 nm, flow cytometry; hits give high values. AID 1775; in the data active = fluorescence above about 47; note: inactives centre near 10
The depositor's hits bear a star. Some of the compounds tested. The share of hits here may be higher or lower than overall.

canonical_smiles	Pf gamet viab	Avidin fluor
C=C(C)c1cccc(C(C)(C)NC(=O)Nc2nncs2)c1	26.2	9
Cc1cccc(NC(=O)c2nc[nH]c2C(=O)N[C@@H](CC(C)C)C(=O)OC(C)(C)C)c1	9.7	8
CCOC(=O)c1cnn(-c2ccccc2)c1NC(=O)CN1CCCCC1	11.8	7
O=C(O)CC1(CC(=O)Nc2ccc(F)c(Cl)c2)CCCCC1	-23.8	3
COC(=O)C(Cc1ccccc1)NS(=O)(=O)c1ccc(F)cc1Br (stereo not drawn)	-13.2	12
O=C1CC(NNC(=O)c2cccc(F)c2)C(=O)N1 (stereo not drawn)	3.3	8
COc1ccc(C(=O)c2ccc(OC)cc2OC)cc1	8.0	6
CC(=O)Nc1ccc(-c2ccc(NC(C)=O)c(O)c2)cc1O	-5.8	2
O=C(C1=C(O)C(=O)N(CCOCCO)C1c1cccc([N+](=O)[O-])c1)c1cccs1 (stereo not drawn)	-10.2	9
O=C(Cc1ccccc1)c1ccc(Cl)cc1	19.9	6
CCOc1ccc(N2C(=O)S/C(=C\c3cc(OC)c(OC)c(OC)c3)C2=O)cc1	-2.0	6
O=C(O)c1cccc(-c2ccc(/C=c3/sc4nc5ccccc5n4c3=O)o2)c1	-41.7	3
COc1ccc2c(c1)c(CC(=O)Nc1cccc(S(N)(=O)=O)c1)c(C)n2C(=O)c1ccc(Cl)cc1	-4.2	26
Cc1ccc(-c2csc3ncnc(SCC(=O)O)c23)cc1	3.9	7
CN(c1cnn(-c2ccccc2)c(=O)c1Cl)n1cccc1	-22.4	8
COc1ccc(C2c3[nH]c4ccccc4c3CCN2CCCn2cccn2)c(F)c1 (stereo not drawn)	-3.5	5
Cc1noc(-c2ccccc2)c1NC(=O)Nc1ccccc1	-20.8	3
CCCCC(C)n1[nH]c(=O)c2c(C)cc(C)nc21 (stereo not drawn)	-21.2	8
O=C(CSC(=S)N1CCCCC1)Nc1ncc2c(n1)CC(c1ccco1)CC2=O (stereo not drawn)	4.9	7
CCN(CC)S(=O)(=O)c1ccc(C)c(NC(=O)CN2CCN(Cc3ccccc3)CC2)c1	11.8	8
CC(C)C[C@H](NC(=O)c1nc[nH]c1C(=O)N1CCc2ccccc2C1)C(=O)OCc1ccccc1	9.9	8
Cn1c(NC(=O)c2ccc(F)cc2)c(-c2cccs2)c(=O)c2ccccc21	-1.2	10
O=[N+]([O-])c1ccc(Cl)c(/C=N/n2c(-c3ccncc3)n[nH]c2=S)c1	-1.3	6
COc1ccc(Oc2nc3c(C)cccn3c(=O)c2/C=C(\C#N)C(N)=O)cc1	-13.2	6
O=C(Nc1nnc(C2CC2)s1)c1n[nH]c(=O)c2ccccc12	8.1	3
Nc1nc(Nc2ccccc2F)nc(NCCO)c1[N+](=O)[O-]	9.1	8
CCCCC/C=N/NC(=O)c1[nH]c2ccc([N+](=O)[O-])cc2c1C	1.9	7
COC(=O)C1=C(C)Nc2nc3ccccc3n2C1c1cc(OC)c(OC)c(OC)c1 (stereo not drawn)	-5.7	7
CCOc1ccccc1/C=N/Nc1nc2c(N)ncnc2n1[C@H]1O[C@@H](CO)[C@H](O)[C@@H]1O	14.4	6
CCC(=O)NC(=S)Nc1ccc(NC(=O)c2cccnc2)cc1	-12.8	7
Cc1nc2ccc(NC(=O)C3COc4ccccc4O3)cc2s1 (stereo not drawn)	28.3	10
COc1cc(/C=C/C(=O)O)cc(S(=O)(=O)N2CCCc3ccccc32)c1OC	-13.0	8
CCCCCCN(C(=O)CCCCCN1C(=O)NC(c2ccccc2)C(C(=O)OCc2ccccc2)=C1C)C(C(=O)NCCCC)c1ccc(OCC(=O)OC)c(C(=O)OC)c1 (stereo not drawn)	-3.2	19
On1nnc2ccccc21	23.4	7
COC(=O)[C@H](CC(C)C)NC(=O)N1CCCCC1C (stereo partly drawn)	-2.3	9
Cc1ccc2[nH]cc(CCNC(=O)/C=C/c3ccco3)c2c1	11.5	8
O=C(Nc1ccc(Br)cc1)C1OCCc2ccccc21 (stereo not drawn)	15.6	8
CS(=O)(=O)c1ccc2sc(NC(=O)c3cc4ccccc4o3)nc2c1	10.9	8
Cc1nn(-c2ccccc2)c(N)c1N=Nc1cccc(S(=O)(=O)N2CCOCC2)c1	0.4	8
CC(C)(C)C(=O)O/N=C(\N)c1ccc(-c2csnn2)cc1	7.1	3
O=C(Cc1nnc(NC(=O)Nc2ccccc2)s1)Nc1ccccc1	-9.7	9
Cc1nn(C(C)(C)C)c(C)c1/C=N/OC(=O)Nc1ccc(Cl)cc1	-19.6	8
O=[N+]([O-])c1cccc(-c2nnc(C3CC3)o2)c1	-5.8	6
CCC(=O)Oc1ccc2c(c1)O/C(=C\c1ccco1)C2=O	20.5	10
Cc1onc(-c2ccccc2)c1C(=O)N(Cc1ccccn1)Cc1ccccn1	-4.5	2
Cc1cc(C)c(-n2[nH]nnc2=S)c(C)c1	12.5	6
Cn1cccc1/C=N/N1CCN(Cc2cccc3ccccc23)CC1	7.9	8
Cc1ccc2nc(NCC(=O)NN)nc(-c3ccccc3)c2c1	-5.2	8
Cc1ccccc1-n1c(=O)n(CCc2ccccc2)c(=O)c2[nH]cnc21	-6.7	7
Cc1ccc(N2CC(=O)N(NC(=O)CN3CCN(c4ccccc4)CC3)CC2=O)cc1	0.2	6

(list continues)
Compound | Pf gamet viab | Avidin fluor
O=C(NC(=S)Nc1ccccc1C(=O)O)c1ccc2ccccc2c1 | 23.7 | 7
Cc1nn(C)c(C(=O)Sc2cccc(Cl)c2)c1[N+](=O)[O-] | 18.0 | 8
COc1ccc(NC(=O)N2CCC(CO)(CC3CCCCO3)CC2)c(OC)c1 (stereo not drawn) | 16.3 | 6
O=C(NCCCN1CCOCC1)C(=O)N/N=C/c1cccc2ccccc12 | -9.1 | 7
NS(=O)(=O)c1cccc(NC(=O)Nc2ccc(Cl)cc2)c1 | -32.7 | 5
CC(=O)Nc1cccc(CP(=O)(c2ccccc2)c2ccccc2)c1 | 0.4 | 6
Cc1cc(Cl)ccc1NNC(=O)c1snnc1C | -2.7 | 2
CC(=O)Nc1ccc(S(=O)(=O)N(C)c2ccc(OCC(=O)OCC(=O)NCc3ccco3)cc2)cc1 | -20.4 | 12
CNC(=S)N/N=C/c1ccc(N(C)C)cc1 | -12.4 | 3
c1ccc(-c2nnc3n2-c2ccccc2SC3)cc1 | -22.0 | 7
CCOC(=O)CCCNC(=O)CCNC(=O)c1ccc(OCC(C)C)cc1 | 15.6 | 7
COc1ccc(-c2nnc(SCc3ccc(C(=O)O)cc3)n2N)cc1 | 12.0 | 11
CCOC(=O)/C(C#N)=N/Nc1ccccc1C(=O)O | -0.8 | 7
C/C(=N\N)c1c(-c2ccccc2)c2cc(C)ccc2[nH]c1=O | 12.8 | 9
N/C(=N\OC(=O)c1ccc(Cl)cc1[N+](=O)[O-])c1cccnc1 | 3.7 | 3
O=C1NC(c2ccccc2Br)=N/C1=C\c1ccco1 | -19.8 | 7
Nc1cccc(S(=O)(=O)Nc2ccc(Br)cc2)c1 | -6.0 | 4
O=C(c1cc(C(=O)N2CCOCC2)c2nc3ccccc3n2c1)c1ccccc1O | -13.1 | 2
N#CNC(=Nc1cccc(C(F)(F)F)c1)SCc1ccc(C(=O)O)cc1 | 0.4 | 5
Cc1noc(C)c1-c1nc(CS(=O)(=O)c2ccc(F)cc2)no1 | 4.2 | 6
CC(C)(C)C(=O)/C(C#N)=C/c1cccs1 | -4.4 | 8
CC(=O)Nc1ccc(-c2csc(N/N=C\c3ccncc3)n2)cc1 | -3.4 | 7
Cc1ccc(/C=C/S(=O)(=O)NCC(=O)OCC(=O)N2CC(=O)Nc3ccccc32)cc1 | 5.9 | 7
CC(C)C(NS(=O)(=O)c1cccc2nsnc12)C(=O)NCc1ccco1 (stereo not drawn) | 11.0 | 8
C/C(=N/NC(=O)CNC(=O)c1ccncc1)c1ccc(Cl)cc1 | 3.2 | 7
COc1cc(/C=N/NC(=O)C(=O)NCC2CCCO2)cc(Cl)c1O (stereo not drawn) | -20.2 | 9
Cc1snc2sc(C(=O)c3ccc(F)cc3)c(N)c12 | 8.6 | 8
CCN(C(=O)COC(=O)c1cc(=O)[nH]c2ccccc12)C1CCS(=O)(=O)C1 (stereo not drawn) | 0.3 | 6
CCCCN=C1CC(C)(C)CC(=O)/C1=C(/O)CCC | 4.1 | 7
N=C1C(c2ccccc2)=C(O)CN1c1cccc(S(=O)(=O)NCc2ccco2)c1 | -17.6 | 5
Cc1[nH]c2ccccc2c1SCc1nnc(SCc2ccccc2)n1C | -4.0 | 4
Cc1onc(-c2ccccc2)c1-c1csc(COc2ccccc2)n1 | 3.4 | 5
O=C(c1cccc(F)c1)N1CCCC(C(=O)N2CCN(c3ccccc3)CC2)C1 (stereo not drawn) | 21.4 | 5
CCC1=C(OC(=O)N(CC)CC)N2C(=O)OC(=NCC3CC3)[C@]2(Cc2ccccc2)[C@H]2C1=CC[C@H]1C(=O)NC(=O)[C@H]12 | -31.1 | 10
CCCCn1cnc2c(c1=O)c1nc3ccccc3nc1n2Cc1ccc2c(c1)OCO2 | 4.9 | 5
CC1CCN(S(=O)(=O)N2CCC(C(=O)NCc3cccnc3)CC2)CC1 | -11.9 | 7
CCOC(=O)Cn1c(=NC(=O)C(C)C)sc2c(C)cc(C)cc21 | 1.1 | 8
CCOc1ccc(-c2noc(-c3cccnc3)n2)cc1OCC | 4.3 | 11
CC(=O)c1sc(-c2ccc(F)cc2)cc1NS(=O)(=O)c1ccccc1 | -12.2 | -3
S=C1NCN(Cc2ccccc2)CN1 | -2.5 | 8

Three entries out of the list above, sorted by their value in Avidin fluor, high to low:
| Molecule | Avidin fluor |
| --- | --- |
| Cc1snc2sc(C(=O)c3ccc(F)cc3)c(N)c12 | 8 |
| CC(=O)Nc1ccc(-c2csc(N/N=C\c3ccncc3)n2)cc1 | 7 |
| CC(=O)c1sc(-c2ccc(F)cc2)cc1NS(=O)(=O)c1ccccc1 | -3 |

(continued)
Compound | Pf gamet viab | Avidin fluor
NC(=O)CC(NC(=O)c1cccc(Br)c1)c1ccc(NCCN2CCOCC2)c([N+](=O)[O-])c1 (stereo not drawn) | -9.3 | 10
Cc1cc(-c2onc(C)c2C(=O)Oc2ccc(Cl)cc2)no1 | -25.0 | 5
CN1CCc2c(sc(/N=C/c3cc(C(C)(C)C)ccc3O)c2C#N)C1 | 3.7 | 6
Nc1nnc(SCc2ccccc2F)s1 | -2.5 | 7
Cc1nccc(-c2cccc(NC(=O)Nc3ccc(Cl)cc3)c2)n1 | 24.5 | 7
COc1ccc(/C=N/n2cnc3c([nH]c4ccc(F)cc43)c2=O)cc1CN1CCCC1 | -2.7 | 7
Cc1ccc(CC2CC(=O)N(c3cc(Cl)ccn3)C2=O)cc1 (stereo not drawn) | 6.0 | 7
CC(=O)c1c(C)[nH]c(C(=O)CSc2ccc(F)cc2)c1C | -4.2 | 7
Cc1ccc(NCC(O)Cn2cnc3c2c(=O)n(C)c(=O)n3C)cc1 (stereo not drawn) | -4.1 | 6
Cc1nc(-c2ccccn2)nc(SCC(=O)c2ccc(F)cc2)c1Cl | 0.3 | 8
COc1ccc(OC)c(C(=O)Cn2nnc(-c3ccc(N4CCOCC4)cc3)n2)c1 | 12.0 | 8
N=c1c2c(-c3ccccc3)c(-c3ccccc3)n(Cc3ccco3)c2ncn1CCCO | 11.4 | 6
CCCCOc1ccc(C(=O)NCCC(=O)NCCCC(=O)OCC)cc1 | 0.6 | 7
Cc1ccc(/C=N/NC(=O)CN2CCN(Cc3ccccc3Cl)CC2)o1 | 4.6 | 7
CN(C)c1ncnc(N(C)C)c1[N+](=O)[O-] | 25.8 | 6
O=C1N=C(N2CCOCC2)S/C1=C/c1cc2c(cc1[N+](=O)[O-])OCO2 | 9.6 | 6
O=C(O)c1csc(-c2cccc(Cl)c2)n1 | 11.8 | 9
O=[N+]([O-])c1ccc(SCc2c(F)cccc2Cl)nc1 | 21.2 | 6
COC(=O)c1c(NC(=O)CCC(=O)O)sc(Cc2ccccc2)c1C | 8.5 | 5
CC(C)(C)OC(=O)N1CCC[C@H]1C(=O)N/N=C/c1ccc2nccnc2c1 | 10.9 | 8
CC1CCCN(S(=O)(=O)c2ccc3c(c2)n(C)c(=O)c(=O)n3C)C1 (stereo not drawn) | -25.4 | 6
Cn1nc(C(F)(F)F)c(-c2ccc(Br)cc2)c1NC(=O)c1ccco1 | -8.2 | 7
COc1ccc(C2CC(c3ccc(F)cc3)n3nc(NS(C)(=O)=O)nc3N2)cc1 (stereo not drawn) | 18.4 | 3
CCOc1ccsc1C(=O)OC | 15.6 | 3
COc1ccccc1/C=N/Nc1cc(C)nc(N2CCOCC2)n1 | 7.0 | 7
O=C(COc1ccccc1)NCC(=O)N/N=C/c1ccc(O)cc1O | -8.1 | 7
CC1CC2OC(=O)C3(C)CCCC(C)(C23)C1(O)CCc1ccoc1 (stereo not drawn) | -5.7 | 9
COc1ccccc1OCCn1cc(/C=N/NC(=O)c2ccncc2)c2ccccc21 | -21.1 | 10

Compound profiles (already shown):
`CC1CCCN(S(=O)(=O)c2ccc3c(c2)n(C)c(=O)c(=O)n3C)C1` (stereo not drawn) is listed as Pf gamet viab: -25.4; Avidin fluor: 6
`COc1ccc(C2CC(c3ccc(F)cc3)n3nc(NS(C)(=O)=O)nc3N2)cc1` (stereo not drawn) is listed as Pf gamet viab: 18.4; Avidin fluor: 3
